DENV2 CPE: protects cells from dengue virus 2 cytopathic effect; DENV2-infected cells, cytopathic effect rescue, plate reader; CPE inhibition, % at 9.99 µM; actives 1.7% (n = 350,000); AID 651640; in the data active means CPE inhibition above about 20%, passing the limit was not always enough; inconclusive means no clear call, values can overlap the other calls; tested in BHK-21 cells;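 further: 0% = median of neutral control wells and 100% = median of positive control wells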
miR-122 sensor: miR-122 inhibition in Huh7 cells; Huh7 miR-122 Renilla luciferase sensor, 48 h; neutral wells = 0, positive control = 100; actives 0.3% (n = 340,000); activation (reporter increase), % at 12.5 µM;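 active means mean replicate activation score at least 90 and every replicate individually at or above 90; inconclusive means only one of the two criteria met; inactive means neither criterion met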;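 further: higher luciferase means less miR-122 activity so hits act as miR-122 inhibitors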
F508del corr: CFTR F508del correction in bronchial cells. activity (quench increase), % at 7.58 µM. AID 720511. actives 0.36% (n = 350,000). CFBE cells, YFP halide quenching; stimulated with forskolin plus potentiator P3; % fluorescence drop versus neutral controls;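 active means mean added fluorescence quench of at least 8% versus neutral control, with both replicates also reaching 8%; inconclusive means only one of the mean or replicate conditions met; inactive means mean below 8% and not both replicates reaching 8%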;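 further: cells transiently co-express mutant CFTR-F508del with the halide-sensitive YFP; corrector assay measuring rescue of mutant channel to the surface after 24 h compound exposure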
PAX8 reporter: PAX8 transcriptional activity inhibition. RMG-I TPO-luciferase reporter, SteadyGlo, 24 h. inhibition, % at 12.6 µM. actives 1.2% (n = 360,000);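 active means mean replicate inhibition at least 60% with every replicate also reaching 60%; inconclusive means only one of the two criteria is met; inactive means mean below 60% and not all replicates reaching 60%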;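 further: luciferase light reporting Pax8 driven TPO promoter activity; plate controls were median of neutral control wells for no effect and mitoxantrone controls for full effect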
INS-1E GSIS act: primary screen for activators of insulin secretion dependent on glucose, INS-1E cells, GLuc reporter luminescence; INS-1E GLuc reporter insulin secretion, 2-3 h; activation, % at 16.6 µM; actives 0.61% (n = 370,000); AID 743287;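 active means lowest replicate activation of at least 40%, so every replicate reaches that level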;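 further: 0% = median of neutral control wells and 100% = median of IBMX positive control wells; some compounds called inactive have numbers as strong as hits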
EWS-Fli inh: inhibitors of EWS/Fli oncoprotein transcriptional activity; A673 NR0B1-luciferase reporter, viability-normalised; actives 0.67% (n = 350,000); inhibition, % at 12.6 µM; AID 651661;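 active means mean inhibition of at least 50% after viability correction, with every replicate also passing that limit; inconclusive means mean reaches 50% but only one of two replicates passes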;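 further: firefly luciferase signal divided by Alamar Blue viability fluorescence both relative to DMSO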
FN deposition inh: fibronectin deposition inhibition | AH1F fibroblasts, Alexa488-fibronectin deposition fluorescence, overnight | inhibition, % at 12.6 µM | actives 0.086% (n = 350,000) | AID 743247;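 active means mean inhibition across replicates of 30% or more, regardless of how many single replicates reach that level; inconclusive means mean under 30% yet at least half of replicates reach 30%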;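 further: positive control wells lacked labelled fibronectin entirely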
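material = AH1F fibroblast monolayer depositing Alexa488-labelled fibronectin into matrix | amount = 10000 AH1F cells/well | buffer or medium = DMEM plus 2% serum, read in PBS | incubation = 1 h cell adhesion before compound, then overnight fibronectin incubation | detection = fluorescence at 485 nm excitation, 525 nm emission | evaluation = percent inhibition as loss of matrix-bound fibronectin fluorescence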
Active calls of the source: *; u = inconclusive; x = no result given; [ ] = another dose, or the depositor's remark.

SMILES	DENV2 CPE	miR-122 sensor	F508del corr	PAX8 reporter	INS-1E GSIS act	EWS-Fli inh	FN deposition inh
C[C@@H]1CN([C@H](C)CO)S(=O)(=O)c2ccc(C#C[C@@H](C)O)cc2O[C@H]1CN(C)C(=O)c1ccccc1	0	-7[16.7 µM]	0.3	x	10	-4	-2
C[C@@H](NC(=O)C1(c2ccccc2)CCN(C(=O)OC(C)(C)C)CC1)C(=O)N[C@@H](Cc1ccccc1)C(=O)O	-2	1	0.9	x	-5	2	x
Cc1ccc2nc(NC(=O)c3ccc(OCC4CCCO4)cc3)sc2c1 (centres undefined)	-2	x	-2.5	-17	-3	-12	-8
O=C(NNC(=O)C1CC1)c1cc(Br)c(Br)s1	1	1	0.6	-17	11	10	0
CN(C)CC(=O)N[C@@H]1CC[C@H](CCn2cc(C3CC3)nn2)O[C@@H]1CO	12	x	3.3	-2	5	5	-2
CN(C)C(=O)C[C@H]1CC[C@@H]2[C@@H](COc3ccc(NC(=O)C4CCCCC4)cc3C(=O)N2C)O1	-1	1[16.7 µM]	-1.2	-17	7	6	3
COC(=O)c1ccc(Cn2nnc3c(=O)[nH]c(C4CCCN(S(=O)(=O)c5ccccc5Cl)C4)nc32)cc1 (centres undefined)	3	2	1.5	2	14	7	3
O=S(=O)(Nc1ncccn1)c1ccc(NC(=S)N2CCN(Cc3ccc(F)cc3Cl)CC2)cc1	-7	1	0.2	x	-7	7	1
CC1CCN(Cc2ccc(NC(=O)CC3Oc4ccccc4NC3=O)cc2)CC1 (centres undefined)	-2	-1	-1.6	12	-2	-9	2
COc1cccc(C(=O)O/N=C(\N)c2ccncc2)c1	-1	0	1.2	x	16	-75	x
CC(C)NC(=O)Nc1ccc2c(c1)C(=O)N([C@@H](C)CO)C[C@H](C)[C@H](CN(C)Cc1ccncc1)OCCCC[C@H](C)O2	-1	2[16.7 µM]	-1.0	-2	7	x	x
CO[C@@H]1CN(C)C(=O)c2ccc(NC(=O)c3cnccn3)cc2OC[C@@H](C)NC[C@@H]1C	-3	x	-2.8	x	12	x	-1
CCC(=O)N1[C@H](CO)[C@H]2c3ccccc3N(C(=O)Nc3ccc(Cl)cc3)C[C@H]21	u	17[16.7 µM]	5.1	-11	-4	-9	-9
CC(=O)Nc1ccc(S(=O)(=O)Nc2nc3cc4c(cc3nc2Cl)OCCO4)cc1	1	-6	-0.1	9	-2	6	6
Cc1ccc(C(=O)N2N=C3c4ccccc4S(=O)(=O)N3[C@H]2N(C)C)cc1	x	x	-1.2	-10	7	-1	x
Nc1nnn(CC(=O)N/N=C/c2ccc(O)cc2)n1	6	-3	-0.1	11	-7	4	-7
COC(=O)C1=C(C)C(c2cccs2)NC(=O)N1C (centres undefined)	x	-4	x	x	-2	x	-3
O=S(=O)(NCCOc1ccc(F)cc1)c1ccc2c(c1)OCCO2	x	9	x	-2	x	x	-6
CCS(=O)(=O)Nc1ccc2c(c1)C(=O)N(C)[C@H]1CC[C@@H](CC(=O)N3CCCCC3)O[C@H]1CO2	-4	5[16.7 µM]	-2.8	-3	-6	1	-8
CCOC(=O)C1C(c2ccc(C)o2)NC(=O)NC1(O)C(F)(F)F (centres undefined)	x	x	x	-3	-2	x	7
Cc1nc(-c2nc(C(=O)NNS(C)(=O)=O)cs2)cs1	13	x	-2.3	-26	-2	6	-5
Nc1nc(SCCO)[nH]c(=O)c1NC(=O)c1ccco1	-2	x	0.8	-3	16	-2	-1
COCC(=O)Nc1ccc2c(c1)C(=O)N(C)C[C@H](OC)[C@H](C)CN(C(=O)c1ccccc1)[C@@H](C)CO2	u	x	-3.9	-2	4	3	-6
Cc1cccc(C)c1NC(=O)C1c2ccccc2OCC(=O)N1Cc1ccco1 (centres undefined)	17	x	-1.7	-28	-15	3	8
O=C(CCN1CCCCC1)NCC[C@H]1CC[C@H](NC(=O)C2CC2)[C@@H](CO)O1	4	x	1.3	6	10	5	x

Continued; it opens with the three that closed the last part.
SMILES	DENV2 CPE	miR-122 sensor	F508del corr	PAX8 reporter	INS-1E GSIS act	EWS-Fli inh	FN deposition inh
COCC(=O)Nc1ccc2c(c1)C(=O)N(C)C[C@H](OC)[C@H](C)CN(C(=O)c1ccccc1)[C@@H](C)CO2	u	x	-3.9	-2	4	3	-6
Cc1cccc(C)c1NC(=O)C1c2ccccc2OCC(=O)N1Cc1ccco1 (centres undefined)	17	x	-1.7	-28	-15	3	8
O=C(CCN1CCCCC1)NCC[C@H]1CC[C@H](NC(=O)C2CC2)[C@@H](CO)O1	4	x	1.3	6	10	5	x
Cc1ccc(C(=O)c2c[nH]c(C(=O)NCc3cccnc3)c2)cc1	x	-10	x	4	x	x	-4
O=C(NCc1ccc(F)cc1)C1CC(=O)N(Cc2ccco2)C1 (centres undefined)	-3	-4	-1.9	-4	7	2	0
CC(C)(C)C(=O)Nc1nnc(SCC(=O)NC2CC2)s1	11	-4	2.7	-10	2	0	6
Cc1nnc(SCC(=O)Nc2cccc(S(=O)(=O)N3CCCCC3)c2)s1	-2	-6	-2.6	3	-7	-2	5
NC1=NC(=O)C(Cc2ccc(OC(F)(F)F)cc2)S1 (centres undefined)	-1	x	-1.6	-4	3	-8	3
COC(=O)C1(C)NC(c2ccccc2C)C2C(=O)N(c3ccc(F)cc3)C(=O)C21 (centres undefined)	19	-1	-1.3	-10	10	13	4
O=C(C[C@@H]1C=C[C@H](NC(=O)CN2CCOCC2)[C@H](CO)O1)NCc1cccc(F)c1	-1	-5[16.7 µM]	1.5	6	13	-5	-3
COc1ccccc1-c1n[nH]nc1C1=CC(=O)C[C@H](c2ccc(F)cc2)C1	2	-4	-0.1	11	13	11	-4
Cn1c(CCN2CCOCC2)nc2cc(NS(=O)(=O)c3ccccc3)ccc21	-4	2	0.2	23	-20	1	-18
O=C1c2ccccc2C(=O)N1CCc1c[nH]c2ccccc12	-5	-2	-1.1	-78	6	-67	-8
O=c1c(C=NCC2CCCO2)c(-c2ccccc2)[nH]n1-c1ccc([N+](=O)[O-])cc1 (centres undefined)	-5	x	2.4	-41	-8	-35	-4
Cc1cccc(C)c1NC(=O)C1(N2C(=O)CC2c2ccccc2)CCCCC1 (centres undefined)	-2	x	3.7	7	-2	0	-2
Cc1cc(=O)c(C(=O)Nc2ccc(N3CCOCC3)cc2N2CCOCC2)nn1-c1ccccc1Cl	-4	3	-0.3	10	6	6	6
CC(C)c1ccc(NC(=O)C2=CC=CN3CCS(=O)(=O)N=C23)cc1	1	x	-0.7	-37	50*	-39	3
C[C@@H]1CN([C@@H](C)CO)C(=O)c2cc(NC(=O)CCCCCC(=O)Nc3ccccc3N)ccc2O[C@H]1CN(C)S(=O)(=O)c1ccc(F)cc1	-2	x	0.9	7	-4	17	-4
C[C@@H]1CN([C@H](C)CO)C(=O)c2cccc(NS(=O)(=O)c3ccc(Cl)cc3)c2O[C@H]1CN(C)C(=O)NC1CCCCC1	-2	20[16.7 µM]	-1.5	-9	-3	-6	-2
COc1ccc(-c2cc(-c3ccccc3)nc(N)n2)c(O)c1	-4	6	5.4	-25	-4	5	-15
CN1CCN(C(=O)c2cnc(Cc3c[nH]c4ccccc34)c(I)c2)CC1	1	1	-0.8	24	-9	4	0
CCN(CC(=O)Nc1c(F)cccc1F)C(=O)c1ccc2ncsc2c1	-6	x	-0.3	x	26	6	7
COc1cccc(OCc2cc(C(=O)N3CCN(C4CCCC4)CC3)no2)c1	u	x	-1.0	-10	-7	-10	x
OCC[C@@H]1C[C@@H](O)[C@H](O)[C@]2(CCc3ccccc3CO2)O1	-1	0	-1.2	1	0	7	-4
COc1cc(N=Nc2ccc(Br)cc2)cc(C=O)c1O	7	x	5.1	2	-23	1	1
Cc1ccc(S(=O)(=O)N2CCN(c3cc4c(cc3[N+](=O)[O-])n(C)c(=O)n4C)CC2)cc1	-2	1	-2.2	x	-2	7	x
Cc1cccc(C)c1NC(=O)C1(C)CSCC(=O)N1CCc1ccccc1F (centres undefined)	-2	x	-4.6	-3	-12	2	3
CC(=O)Nc1ccc(NC(=O)c2cccc(Oc3ccccc3)c2)cc1	-1	-6	1.3	-10	-15	4	4

Further results
SMILES	DENV2 CPE	miR-122 sensor	F508del corr	PAX8 reporter	INS-1E GSIS act	EWS-Fli inh	FN deposition inh
CCn1c(O)c(N=NC(=O)CNC(=O)c2ccco2)c2ccccc21	8	x	1.5	-2	9	12	-1
CCCNC(=O)c1ccc(N2CCC3(CC2)CC(c2ccc(Cl)cc2)=NO3)c([N+](=O)[O-])c1	u	-9	0.7	-6	-11	4	-5
COc1ccc(S(=O)(=O)Nc2ccc3c(c2)CC(=O)N([C@@H](C)CO)C[C@@H](C)[C@H](CN(C)C(=O)NC(C)C)O3)cc1	35*	-7[16.7 µM]	1.1	x	16	-12	-16
COc1cccc(C2/C(=C(/O)c3ccc4c(c3)OCO4)C(=O)C(=O)N2CCN2CCOCC2)c1 (centres undefined)	10	x	-1.0	0	4	2	0
Cc1ccc2ccc(S(=O)(=O)NCc3ccco3)cc2c1	u	69	1.2	-26	x	-9	8
CC=Cc1ccc2n(c1=O)C[C@@H]1[C@@H](CO)[C@H](C(=O)NCc3ccc(F)cc3)N(CC)[C@H]21 (mixture of isomers)	-2	11[16.7 µM]	2.0	x	-13	-2	x
CN1C(=O)c2cc(NC(=O)Cc3ccccc3)ccc2OC[C@H]2O[C@@H](CC(=O)NCc3ccc(Cl)cc3)CC[C@@H]21	x	-50[16.7 µM]	1.9	6	-2	11	5
Nc1[nH]c(C(=O)c2ccccc2)c(-c2ccc(Cl)c(Cl)c2)c1C(=O)NCCc1c[nH]c2ccccc12	1	x	3.9	8	-22	-11	0
CCNC(=O)C[C@@H]1CC[C@H]2[C@H](COc3ccc(NC(=O)c4cccs4)cc3C(=O)N2C)O1	-7	10[16.7 µM]	-2.0	-8	3	-10	-9
O=C(C1CCCC1)N1CC2(C1)[C@@H](c1ccccc1)[C@@H](CO)N2Cc1nccs1	12	x	0.6	9	5	7	4
COCC(=O)Nc1ccc2c(c1)C(=O)N(C)C[C@@H](OC)[C@H](C)CN(C)[C@H](C)CO2	7	x	-0.6	-4	4	-5	4
CC(c1ccccc1)n1cnc2ccccc2c1=O (centres undefined)	4	x	-0.1	10	12	5	6
C[C@H]1CN([C@@H](C)CO)C(=O)CCCn2nncc2CO[C@@H]1CN(C)C(=O)Nc1cccc(F)c1	x	3[16.7 µM]	-3.4	x	-13	-1	-7
O=[N+]([O-])c1ccc2c(c1)[nH]c(=S)n2-c1ccccc1	5	x	-2.5	-4	18	-1	-1
C[C@H](CO)N1C[C@H](C)[C@@H](CN(C)C(=O)c2ccccc2F)Oc2ncc(C#Cc3ccc(F)cc3)cc2C1=O	-3	1[16.7 µM]	-2.7	10	-21	-9	x
Cc1noc(C)c1S(=O)(=O)N(C)C[C@H]1Oc2ccc(NC(=O)Nc3ccc4c(c3)OCO4)cc2CC(=O)N([C@@H](C)CO)C[C@@H]1C	-4	3[16.7 µM]	-1.6	7	1	-9	x
Cc1ccc(CNc2cc(C(=O)O)ccc2C)s1	7	-6	-0.4	5	23	9	-1
Cc1ccc2c(N)[nH]nc2n1	1	x	1.2	3	9	3	-11
Cn1nc(C(F)(F)F)c(/C=N/OC(=O)c2ccccc2)c1Cl	x	-1	x	8	x	x	-11
O=C(COc1ccc(Cl)cc1Cl)OCC(=O)N1CCCc2ccccc21	11	x	x	2	-12	-5	0
Clc1ccc(N(CC2CO2)CC2CO2)cc1 (centres undefined)	-3	x	8.1*	28	x	0	-10
CC(C)c1cc(CNC(=O)CC2C(=O)NCCN2CC2CCCCC2)on1 (centres undefined)	-3	x	-1.9	15	4	-11	-1
CN(C)/C=C/C(=O)c1ccccc1	1	x	-0.3	-34	-13	-10	4
